mcGAS MS inh = mouse cGAS inhibition by mass spec | actives 0.18% (n = 130,000) | inhibition, % at 12.5 µM | recombinant mouse cGAS, cGAMP by RapidFire MS | AID 1259397 | Q8C6L5;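 active = inhibition of cGAS enzyme activity at or above 60%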;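 also: enzyme stimulated by 45 bp dsDNA with ATP and GTP substrates; cGAMP share of summed cGAMP plus half ATP and half GTP signals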
Target sequence (Q8C6L5 whole entry, looked up): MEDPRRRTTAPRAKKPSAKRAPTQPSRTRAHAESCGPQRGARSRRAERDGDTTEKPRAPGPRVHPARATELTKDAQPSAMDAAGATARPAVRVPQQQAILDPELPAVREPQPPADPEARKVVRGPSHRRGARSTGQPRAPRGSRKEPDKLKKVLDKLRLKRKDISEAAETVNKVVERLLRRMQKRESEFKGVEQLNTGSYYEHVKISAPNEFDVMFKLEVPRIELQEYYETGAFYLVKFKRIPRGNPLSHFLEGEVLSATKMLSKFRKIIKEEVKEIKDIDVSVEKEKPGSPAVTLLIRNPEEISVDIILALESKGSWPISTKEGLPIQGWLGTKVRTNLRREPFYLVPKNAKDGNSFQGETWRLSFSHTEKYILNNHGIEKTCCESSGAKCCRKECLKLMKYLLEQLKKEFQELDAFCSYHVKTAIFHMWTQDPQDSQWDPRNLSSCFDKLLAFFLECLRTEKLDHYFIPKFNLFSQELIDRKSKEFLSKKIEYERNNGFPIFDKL
An asterisk follows results filed as active; & = joins results of further samples; ! = not confirmed by another sample. An excerpt; the hit share may differ from the screen's.

mol,mcGAS MS inh
C[C@]12CC[C@H](OC3OC(O)C(O)C(O)C3O)C=C1CCC1C2CC[C@]2(C)[C@@H](c3ccc(=O)oc3)CC[C@]12O (some centres undefined),6
CN(C)C(=O)Oc1cccc2c(OC(=O)N(C)C)cccc12,1
CCOc1cccc2c1cc(C(=O)O)n2CC(C)C,1
Nc1ccc(Sc2ccc(N)cc2)cc1,22
COP(N)(=O)SC (centres undefined),-3
CNC(C)Cc1ccc(O)cc1 (centres undefined),-4
Cc1cc(C(=O)OCC(=O)NC(=O)NC(C)C)c(C)n1C1CC1,-12
Oc1ccc2c3c1OC1[C@@H](O)CC[C@@]4(O)[C@@H](C2)N(CC2CCC2)CC[C@]314 (some centres undefined),-8&-8
CCC12CN3CCN(CC(C3)/C1=N/O)C2,-3
CSc1ccc(C(=O)C2CCCN(CCN3CCCC3=O)C2)cc1 (centres undefined),-6
CN(C)C(=O)Oc1ccc(-c2cn3cc(C(F)(F)F)ccc3n2)cc1,-6
COc1cc2c(cc1OC)[C@@]13CCN4CC5=CCO[C@H]6CC(=O)N2[C@H]1[C@H]6[C@H]5C[C@H]43,-6
Cc1ccc(OP(N)(=O)Oc2ccc(C)cc2)cc1,-7&-5
c1cnc2c(c1)CN(Cc1cc3n(n1)CCNC3)CC2,-10
C[C@]12CCC3C(CC[C@]4(O)C[C@@H](O)CC[C@]34C=O)[C@@]1(O)CCC2C1=CC(=O)OC1 (some centres undefined),-12
CO[C@H]1[C@H](O)[C@H](O[C@H]2CC[C@]3(C)C4CC[C@]5(C)C(C6=CC(=O)OC6)CC[C@]5(O)C4CC[C@@H]3C2)O[C@@H](C)[C@@H]1O (some centres undefined),-14
CNC(=O)Oc1ccccc1OC(C)C,-4
c1nc(N2CCCN3CCCC3C2)c2[nH]cnc2n1 (centres undefined),-2
Cc1cc(C(=O)OCC(=O)Nc2ccccc2C(N)=O)c(C)n1C(C)C,2
COc1cc2ccc(=O)oc2c2ccoc12,-1
COP(=S)(OC)Oc1ccc([N+](=O)[O-])cc1,-7
N#Cc1cccnc1N1CCNCC1,-16
CCCCCCn1c(=O)c(C(=O)Nc2nc(C34CC5CC(CC(C5)C3)C4)cs2)c(O)c2ccccc21,-16
O=C1NCCN2CCN(C(=O)Cc3[nH]nc4ccccc34)CC12 (centres undefined),-10
Cc1ccccc1N1CCN(C2CCCN(C(=O)Cc3c(C)noc3C)C2)CC1 (centres undefined),-5

Of the compounds above, these have an aryl methoxy group:
mol,mcGAS MS inh
COc1cc2c(cc1OC)[C@@]13CCN4CC5=CCO[C@H]6CC(=O)N2[C@H]1[C@H]6[C@H]5C[C@H]43,-6
COc1cc2ccc(=O)oc2c2ccoc12,-1

Back to the main list, starting 2 compounds before the break.
mol,mcGAS MS inh
O=C1NCCN2CCN(C(=O)Cc3[nH]nc4ccccc34)CC12 (centres undefined),-10
Cc1ccccc1N1CCN(C2CCCN(C(=O)Cc3c(C)noc3C)C2)CC1 (centres undefined),-5
COc1ccc(CC(C)N(C)C(=O)CN(C)C(=O)c2cccs2)cc1 (centres undefined),-2
CON(C)C(=O)c1c2c(nc3ccccc13)CCN(C)C2,-3
Cc1[nH]c(=O)[nH]c(=O)c1CC(=O)N1CCN(C)C2(CCN(C)CC2)C1,-22
CC(C)(C)n1cc(C2=CCN(CCN3CCCCCC3)CC2)cn1,-5
Cc1cc(O)c2c(c1)OC(C)(C)C1=C2CC(C)CC1 (centres undefined),-7
CSc1ccccc1NC(=O)c1cccn(Cc2cccc(C)c2)c1=O,-2
Cc1cc(CC(=O)N2CCCN(C)C3(CCN(C)CC3)C2)on1,2
O=C1OC2(CCN(Cc3cc4n(n3)CCCNC4)CC2)c2ccccc21,-18
COc1ccc(OC)c(NC(=O)c2cccn(Cc3cccc(C)c3)c2=O)c1,-6
Nc1nc(N2CCNCC2)cc(=O)[nH]1,-19
Brc1cc(CN2CCC3(C2)OCCO3)c2ncccc2c1,-9
CC1N(Cc2ccccc2)CC12CCCCC2 (centres undefined),1
c1ccn2c3c(nc2c1)CCNC31CCCCC1,4
O=C(O)COc1ccc(Cl)cc1Cl,96*
OCC(CO)N1CCC2(CCNCC2)CC1,-7
CC(C)n1[nH]c(=O)c2c1NC(=O)CSC2c1cccc([N+](=O)[O-])c1 (centres undefined),1
O=c1cccc2n1C[C@H]1CNCC2C1,-13
O=C(c1ccc(Cl)cc1)N1CCSC12CCNCC2,-5
COc1ccccc1[C@H]1CN(C(=O)c2cc(C)c[nH]2)[C@@H]2C3CCN(CC3)[C@H]12,-25
COC(=O)c1ccc(NC(=O)c2cccn(Cc3ccc(C(F)(F)F)cc3)c2=O)cc1,-8
CC1=[N+]([O-])C2(CC(C)(C)NC(C)(C)C2)NC1(C)C,-20
Nc1c([N+](=O)[O-])cc(C(F)(F)F)cc1[N+](=O)[O-],-5
O=C(NCc1cccc(F)c1)C(C1CCCC1)N1CCN(C(=O)Cc2cccs2)CC1 (centres undefined),-3
COC(=O)C1=CCCN(C)C1,-6&0&5
CCCn1ccnc1CN1CCN(C(C)C)C(C)C1 (centres undefined),-30
CN(C)CC1(O)C2CN3CCN(C2)CC1(c1ccccc1)C3 (centres undefined),3
CN(C)C(=O)Oc1cc(OC(=O)N(C)C)cc(C(O)CNC(C)(C)C)c1 (centres undefined),-14&-9&3
Cc1cccc2[nH]cc(C3=CCN(C(C)C(=O)N4CCOCC4)CC3)c12 (centres undefined),-9
CC(C)NC(=O)c1cn(Cc2ccccc2)cc(C(=O)N2CCCC(c3ccccc3)CC2)c1=O (centres undefined),-9
CCC(C)(C)C(=O)NC1CCSC1=O (centres undefined),6
NCCc1nc(N)n[nH]1,3
Clc1ccc(C2NCCc3[nH]cnc32)c(Cl)c1 (centres undefined),-5
O=C(Nc1ccccc1C(F)(F)F)c1cccn(Cc2ccc(C(F)(F)F)cc2)c1=O,-6
C#CCN(C)C(C)Cc1ccccc1 (centres undefined),-2
NCCc1c[nH]c2ccc(O)cc12,-5
COc1ccc(C)cc1CCNC1CCC(C)CC1 (centres undefined),-6
Brc1ccc2[nH]cc(CNCCN3CCOCC3)c2c1,0
NC(=S)Nc1ccc(F)cc1,17
Cc1cc(C(=O)OCC(=O)NC(=O)NC(C)(C)C)c(C)n1C1CC1,-5
COP1(=S)C2=C(N3CCCC3)CCCC2=NN1c1ccccc1 (centres undefined),53
O=C1c2ccccc2-c2onc3ccc(NCCBr)c1c23,6
O=C(CCCN1CCC2(CC1)C(=O)N(Cc1cccc(F)c1)CN2c1ccccc1)c1ccc(F)cc1,-9
COP(=O)(OC)C(O)/C=C(\Cl)c1ccc(I)cc1 (centres undefined),-7
CC[C@@]1(O)C[C@H](O[C@H]2C[C@H](N(C)C)[C@H](O)[C@H](C)O2)c2c(cc3c(c2O)C(=O)c2c(O)ccc(O)c2C3=O)[C@H]1C(=O)OC,97*
C=Cn1ccnc1P(=S)(c1ccc(Cl)cc1)c1nccn1C=C,-14
CCNc1ncc(C(=O)N2CC[C@H]3CC[C@@H](C2)N3)cn1,-15
NP(=O)(Oc1ccccc1Cl)Oc1ccccc1Cl,-5
O=C1OCC2(c3ccccn3)CC12 (centres undefined),-2
COCc1ncc(CN2C[C@@H]3[C@@H]4CC[C@@H](C4)[C@@H]3C2)cn1,-9
Cc1ccc(-c2cc(CN3CCC4(C3)CN(C)C(=O)O4)on2)cc1 (centres undefined),-15

Single values from above.
`CN(C)CC1(O)C2CN3CCN(C2)CC1(c1ccccc1)C3` (centres undefined) in mcGAS MS inh → 3
`NC(=S)Nc1ccc(F)cc1` in mcGAS MS inh → 17
`Clc1ccc(C2NCCc3[nH]cnc32)c(Cl)c1` (centres undefined) in mcGAS MS inh → -5
`COCc1ncc(CN2C[C@@H]3[C@@H]4CC[C@@H](C4)[C@@H]3C2)cn1` in mcGAS MS inh → -9

Next part:
mol,mcGAS MS inh
COc1ccc2c3c([nH]c2c1)C(C)=NCC3,17
Cc1cc(C)cc(NC(=O)c2cnn(C(C)(C)C)c2C)c1,-18&-14
S=P(NN=Cc1ccc(N2CCOCC2)s1)(c1ccccc1)c1ccccc1,-18
COc1ccc2cc(C3SCC(=O)Nc4n[nH]c(C)c43)c(=O)n(C)c2c1 (centres undefined),-2
O=C(NC1(C(Cl)(Cl)Cl)OCCO1)C(Cl)(Cl)Cl,-6
Cc1cc(Cl)ccc1NC(=O)CN1CCCC1=O,-8
COc1cccc([C@@H]2CN(C(=O)N3CCOCC3)[C@@H]3C4CCN(CC4)[C@@H]32)c1,-17
COc1cc(C2NCc3ccc4c(c3-n3cccc32)OCO4)ccc1O (centres undefined),0
CC(C)(O)C(Cl)(Cl)Cl,5
CC(C)=CC1C(C(=O)OCc2cccc(Oc3ccccc3)c2)C1(C)C (centres undefined),-22
Nc1nc(CNC2CCC3(CCNCC3)CC2)cs1,6
Cc1ccnc(CC(C)N(C)Cc2cccc(Oc3ncccn3)c2)c1 (centres undefined),-5
O=C1NC(=O)C(CCc2ccncc2)(c2ccccc2)C(=O)N1,-8
Cc1ccc(C)c(Cn2cccc(C(=O)Nc3ccc(F)c([N+](=O)[O-])c3)c2=O)c1,-7
CN(C)c1ccc2c(c1)N=C(c1ccc(Cl)cc1)OP2(=S)N1CCOCC1 (centres undefined),-5&-3
CC1(C)CN(C(=O)Cc2ccc(Cl)nc2)CCN1CC(F)(F)F,5
CN(C)c1ccc2c(c1)N=C(c1ccco1)OP2(=S)N1CCOCC1 (centres undefined),-2
O=C(O)COc1cc(Cl)c(Cl)cc1Cl,98*
CCN(CC)P(=S)(c1ccc(C=NNC(N)=O)o1)N(CC)CC,-19
COc1cccc(CN(C)C(C)C(=O)c2c(N)n(C)c(=O)n(C)c2=O)c1 (centres undefined),1
Cc1c(C(=O)Nc2ccc(F)cc2Cl)cnn1C(C)(C)C,6
COc1ccc2cc(C(=O)C3CCCN(C4CCC4)C3)ccc2c1 (centres undefined),-16
CCc1ccccc1NC(=O)c1cccn(Cc2ccc(Br)cc2)c1=O,-7
Cc1cccc(CNC(=O)C(C2CCCC2)N2CCN(C(=O)COc3ccc(Cl)cc3)CC2)c1 (centres undefined),-1
C=CCCC(CN1CCCC1)Oc1ccc(C)nn1 (centres undefined),-6
COc1ccc2cc(C(=O)C3CCCN(CCC(N)=O)C3)ccc2c1 (centres undefined),-11
O=C(Nc1cccnc1)c1cccn(Cc2cccc(F)c2)c1=O,-5
NCCc1nc2ccccc2[nH]1,0
C=Cn1ccnc1P(=S)(c1ccccc1)c1nccn1C=C,43
CCCCCCCCCc1ccc(O)cc1,2
Cc1ccccc1Cn1cccc(C(=O)Nc2ccccc2C)c1=O,-2
Cn1cnn(CNC2(c3ccc(Cl)cc3)CCCCC2)c1=S,-9
FC(F)(F)c1ccc(CN2CCNCC2)cc1,3
C=Cn1ccnc1P(=S)(c1ccccc1)c1ccccc1,46
CC(C)c1ccc(OP(N)(=O)Oc2ccccc2F)cc1 (centres undefined),-14
CN1CCN(c2ncnc(N)c2[N+](=O)[O-])CC1,-7
Oc1cccc(CN2C[C@@H](c3ccccc3)[C@@H]3[C@H]2C2CCN3CC2)c1,-23
CC(C)(C)CC(C)(C)c1ccc(O)cc1,5
CC(=O)NS(=O)(=O)c1ccc(NC(=O)c2cccn(Cc3ccccc3C)c2=O)cc1,-7
CC(C)(C)NCC(O)COc1cccc2[nH]c(C#N)cc12 (centres undefined),-23
CCNc1nc(Cl)nc(NC(C)C)n1,-6
COc1ccc(-n2cc(C3=CCN(Cc4c(C)noc4C)CC3)cn2)cc1,-7
NC(=O)CN1CCCC(C(=O)c2cccc3ccccc23)C1 (centres undefined),1
CCCc1c(C(=O)O)cnn1C(C)(C)C,-4
Cc1ccc2ccccc2c1NC(=O)c1cnn(C(C)(C)C)c1,3
Cc1ccc(C2CC(c3cccnc3)=Nc3nnnn32)cc1 (centres undefined),-5
O=C(O)CCCOc1ccc(Cl)cc1Cl,11
O=C(CCn1ccc(=O)[nH]c1=O)N1[C@H]2CCNC[C@@H]1CC2,-1
NC1=NC(=O)C(c2ccccc2)O1 (centres undefined),-10
CSC1(CNc2ccc(C#N)c(Cl)c2)CCOCC1,1

Remaining list, next part
mol,mcGAS MS inh
CCOc1ccc(F)cc1NC(=O)c1cc(C)n(C(C)(C)C)n1,-7
CCC(O)Cn1cc(C2=CCN(CC3CC3)CC2)cn1 (centres undefined),-30
Cc1cccc(Cn2cccc(C(=O)Nc3ncc([N+](=O)[O-])s3)c2=O)c1,-3
CC[C@H]1CN2CCC1C[C@H]2[C@H](O)c1ccnc2ccc(OC)cc12 (some centres undefined),0
Cc1ncsc1CCCl,1
O=C(Cc1csc2ccccc12)N1CCN(CCO)CC1,-10
C/C=C(\C)CN1CCC2(CCNCC2)C1,-8
O=C(O)c1ccccc1-c1c2cc(Br)c(=O)cc-2oc2[c]([Hg])c(O)c(Br)cc12,99*!
Cc1cc(P(=S)(N2CCOCC2)N2CCOCC2)c(C)n1-c1ccc(N(C)C)cc1,-2
Cc1ncc(CNC(=O)N(CCCl)N=O)c(N)n1,-9
O=C(NC(=O)c1c(F)cccc1F)Nc1ccc(Cl)cc1,-10
O=c1oc2ccccc2c(O)c1C(c1ccc2c(c1)OCO2)c1c(O)c2ccccc2oc1=O,-9
CC(Cc1ccc(O)cc1)NCC(O)c1cc(O)cc(O)c1 (centres undefined),-4&-1
C=C(C)c1cc2cc(C(C)=O)c(O)cc2o1,-6
C[C@@H](N)[C@@H](O)c1ccccc1,-8&-4

Three consecutive entries already listed:
mol,mcGAS MS inh
CCOc1ccc(F)cc1NC(=O)c1cc(C)n(C(C)(C)C)n1,-7
CCC(O)Cn1cc(C2=CCN(CC3CC3)CC2)cn1 (centres undefined),-30
Cc1cccc(Cn2cccc(C(=O)Nc3ncc([N+](=O)[O-])s3)c2=O)c1,-3

Bioassay records (PubChem BioAssay)
